High-throughput results (PubChem BioAssay)
HTT cytoprotect: cytoprotection in Huntington HTT-Q103 PC12 cell model; Potency, µM (titrated, usually from 56.4 µM), for inactives: cytoprotection (ATP increase), actives largely listed as activators; PC12 HTT-Q103 induced, cytoprotection, ATP luminescence, 40 h; AID 1471; 230,000 compounds, 0.14% hits;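 note: potency is the fitted concentration of half-maximal effect; % of control where 0% means no effect; nearly all actives have a fitted effect of over 45% in size; toxic huntingtin expression switched on by the ecdysone agonist tebufenozide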
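Readout: ATPlite luminescence (ATP level). Model: stable PC12, inducible Htt exon1 Q103-GFP. Inducer: tebufenozide, 100 nM final. Compounds: dose series. No G418 in medium.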
CBFb RUNX1 block: inhibitors of human CBF-beta and RUNX1 interaction; Q01196+Q13951; AlphaScreen CBFb-His/RUNX1-biotin binding, biochemical; Potency, µM (doses to about 59.8 µM), for inactives: at the top dose activity, negative = inhibition, usual class: inhibitors; 230,000 tested, under 10 active; AID 1477; note: % of control where 0% means no effect
Target sequence (Q01196 whole entry, looked up): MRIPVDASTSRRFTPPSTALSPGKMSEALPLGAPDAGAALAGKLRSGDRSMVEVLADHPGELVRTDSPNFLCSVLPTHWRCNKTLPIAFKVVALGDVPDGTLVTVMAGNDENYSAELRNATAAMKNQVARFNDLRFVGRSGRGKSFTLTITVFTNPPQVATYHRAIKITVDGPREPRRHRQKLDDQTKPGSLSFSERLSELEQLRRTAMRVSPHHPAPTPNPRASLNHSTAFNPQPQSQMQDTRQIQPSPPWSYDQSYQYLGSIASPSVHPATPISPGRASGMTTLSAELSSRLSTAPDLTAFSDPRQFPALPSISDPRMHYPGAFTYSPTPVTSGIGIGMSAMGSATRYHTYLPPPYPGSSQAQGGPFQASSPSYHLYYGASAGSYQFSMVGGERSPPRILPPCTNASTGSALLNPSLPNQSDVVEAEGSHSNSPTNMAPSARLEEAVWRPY
Target sequence (Q13951 whole entry, looked up): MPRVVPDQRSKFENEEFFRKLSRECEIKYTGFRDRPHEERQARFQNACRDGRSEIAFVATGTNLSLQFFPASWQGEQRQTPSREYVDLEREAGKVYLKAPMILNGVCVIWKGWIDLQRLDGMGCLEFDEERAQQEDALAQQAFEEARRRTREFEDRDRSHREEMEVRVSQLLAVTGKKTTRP
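Bead-based AlphaScreen assay; binding partners His-tagged CBF-beta and biotinylated RUNX1 at 30 nM each. Compound exposure 15 min after a 20-min protein preincubation; bead step 90 min; all steps at room temperature.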
Lamin A splicing: changes lamin A minigene splicing in HeLa cells. Potency, µM (top dose mostly 46.1 µM), for inactives: top-dose ratio change, negative = inhibition, usual class: inhibitors. HeLa LMNA splicing GFP/RFP minigene ratio, 48 h. 200,000 compounds, 0.01% hits; active = well fitted inhibition curve with a large enough effect in the signal ratio, with a control signal flat, not every such curve was filed as active; inconclusive = small, poorly fitted or top-dose-only effect, or effect the other way, or a change in a side signal; the % refers to the signal ratio; note: potency is the fitted concentration of half-maximal effect; % is set by controls: 0 for no effect and ±100 for the full control effect
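Read-out is the ratio of GFP to DsRed2 object intensity, acquired by 488 nm laser-scanning cytometry on HeLa lamin A-EGFP minigene reporter cells. Compound incubation 48 hrs at 37 °C in Opti-MEM with 2% FBS; DMSO 0.5% final.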
HTT aggregate: mutant huntingtin aggregation inhibition; PC12 HttQ103-GFP aggregates, Acumen cytometry, 40 h; Potency, µM (doses to about 46.1 µM), inactives show at the highest dose activity change, negative = inhibition, hits mostly inhibitors; 220,000 compounds, 1.1% hits; AID 1688; note: potency is the fitted concentration of half-maximal effect; % is set by controls: 0 for no effect and ±100 for the full control effect; nearly all actives have a fitted effect of over 60% in size
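Using laser scanning cytometry, GFP-positive aggregates were counted after lysis of PC12 cells induced with 100 nM tebufenozide to express HTT exon 1 Q103–GFP. Compounds were tested in titration.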
GAA glycogen: GAA glycogen-cleavage inhibition or activation; P10253; recombinant GAA, glycogen substrate, Amplex Red glucose oxidase fluorescence; Potency, µM (doses to about 76.4 µM), for the others: at the highest dose activity change, negative = inhibition, hits mostly inhibitors; 300,000 compounds, 0.38% hits;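 note: potency is the fitted concentration of half-maximal effect; 0% = full enzyme reaction and -100% = no-enzyme basal signal; the screen sought inhibitors and activators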
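Recombinant human alpha-glucosidase (4 nM final) hydrolysed bovine liver glycogen (30 ug) for 40 min at 37 C in pH 5.0 citrate/phosphate with 0.01% Tween-20. Released glucose detected by glucose oxidase/Amplex Red, Ex 573/Em 610 nm. Compounds up to 77 uM; AC50 from Hill fits.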
GAA inhib: blocks human lysosomal alpha-glucosidase; P10253; purified human GAA, 4-MU-alpha-glucoside fluorescence; Potency, µM (doses to about 76.9 µM), for the others: at the top dose activity change, negative = inhibition, usual class: inhibitors; 200,000 compounds, 0.005% hits;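 note: potency is the fitted concentration of half-maximal effect; plate controls were uninhibited enzyme wells for no effect and no-enzyme background for full effect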
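Read-out is 4-methylumbelliferone fluorescence (Ex 365/Em 440 nm) after NaOH/glycine stop at pH 10. Enzyme 4 nM, substrate 400 uM, pH 5.0 citrate buffer, 20 min room temperature; AC50 from Hill-equation concentration-response.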
aGlu spleen mod: inhibitors or activators of human alpha-glucosidase in spleen homogenate; P10253; human spleen homogenate, 4-MU-alpha-glucoside fluorescence; Potency, µM (top dose mostly 79.9 µM), inactives show top-dose activity change, negative = inhibition, hits mostly inhibitors; 240,000 compounds, 0.006% hits;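 note: potency is the fitted concentration of half-maximal effect; 0% = enzyme with vehicle and -100% = no enzyme basal signal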
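Human spleen homogenate (1 ug) incubated with compounds and 1 mM 4-methylumbelliferyl-alpha-D-glucopyranoside in pH 5.0 citrate/phosphate buffer, 37 C, 40 min. Stopped at pH 10; 4-MU fluorescence (Ex 365/Em 440 nm); AC50 by Hill fit.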
Numbers without * were called inactive; ? = inconclusive; . = not tested or not shown; [ ] = dose if it differs, or a comment. Unless noted, calls come from the whole dose curve; as a rule, active = well fitted curve in the direction sought with a large enough effect; inconclusive = small, poorly fitted or top-dose-only effect, or another doubt; inactive = no such curve, though single readings can be large; an effect the other way counts as inactive or inconclusive. No enrichment for hits; any-hit rate near 1.5%.

A first look:
SMILES	HTT cytoprotect	CBFb RUNX1 block	Lamin A splicing	HTT aggregate	GAA glycogen	GAA inhib	aGlu spleen mod
CCOC(=O)c1sc2nc(N3CCOCC3)c3c(c2c1N)CCCC3	-23%	14%	-1%	-2%	0%	3%	0%
Cn1c(=O)oc2cc(S(=O)(=O)Nc3ccc4c(c3)OCO4)ccc21	-26%[0.074 µM]	-19%	-3%	-7%	-6%	-6%	-17%
CCCOC(=O)c1ccc(OCC(O)CN2C(=O)NC(C)(C)C2=O)cc1 (stereo not drawn)	-5%	2%	0%	-11%	0%	2%	-5%
Cc1ccc(C)c(NC(=O)CSc2nc3[nH]ncc3c(=O)[nH]2)c1	19%[10 µM]	0%	-1%	-7%	-1%	-4%	-3%

Results (from the top)
SMILES	HTT cytoprotect	CBFb RUNX1 block	Lamin A splicing	HTT aggregate	GAA glycogen	GAA inhib	aGlu spleen mod
CCOC(=O)c1sc2nc(N3CCOCC3)c3c(c2c1N)CCCC3	-23%	14%	-1%	-2%	0%	3%	0%
Cn1c(=O)oc2cc(S(=O)(=O)Nc3ccc4c(c3)OCO4)ccc21	-26%[0.074 µM]	-19%	-3%	-7%	-6%	-6%	-17%
CCCOC(=O)c1ccc(OCC(O)CN2C(=O)NC(C)(C)C2=O)cc1 (stereo not drawn)	-5%	2%	0%	-11%	0%	2%	-5%
Cc1ccc(C)c(NC(=O)CSc2nc3[nH]ncc3c(=O)[nH]2)c1	19%[10 µM]	0%	-1%	-7%	-1%	-4%	-3%
COc1ccc(S(=O)(=O)n2cnc3cc(C)c(C)cc32)cc1C	11%	2%	?	?	3%	-5%	3%
CC(C)C(=O)N=c1sc2cccc(F)c2n1C	-4%[10 µM]	5%	.	-4%[9.22 µM]	3%	.	9%
C/C(=N/NS(=O)(=O)c1ccc(C)cc1)c1ccc(NC(=O)C(F)(F)F)cc1	8%[10 µM]	3%	-6%	0%	-7%	-2%	3%
CCCc1cc(C(=O)NNC(=S)Nc2cccc(C)c2)cs1	2%[10 µM]	18%	?	-18%	?	-3%	-5%
CCOc1ccc(C(C)=O)cc1NC(=O)/C=C\C(=O)O	-9%[10 µM]	2%	.	4%[9.22 µM]	7%	.	-4%
CCN(CC)c1ccc(C2C(C(=O)Nc3ccccn3)=C(C)NC3=C2C(=O)CC(C)(C)C3)cc1 (stereo not drawn)	5%[10 µM]	-6%	-3%	-3%	-6%	2%	-1%
CCOC(=O)COc1ccccc1/C=C\[N+](=O)[O-]	-32%[10 µM]	4%	?	-11%	-3%	-23%	-2%
COC(=O)c1ccccc1NC(=O)Cn1cnc2ccc(S(=O)(=O)N3CCC(C)CC3)cc2c1=O	4%	4%	-1%	0%	-11%	-7%	3%
CCCOC(=O)c1c(N)sc(C(=O)OCC)c1C	-39%[10 µM]	5%	8%	6%	0%	-4%	8%
COCCNC(=O)C(c1cccs1)N(Cc1ccccc1)C(=O)Cn1nnc2ccccc21 (stereo not drawn)	-18%	3%	4%	-3%	5%	0%	-9%
CC(C)CC(=O)O/N=C1\C(=O)N(c2ccccc2)c2ccccc21	2%	-9%	5%	-1%	2%	6%	-8%
Cc1cc([N+](=O)[O-])cc(C)c1OCC(=O)N/N=C/c1ccc(OC(=O)c2ccccc2Br)cc1	-3%[10 µM]	-25%	1%	20%	4%	-5%	-10%
COc1ccc(N(C)S(=O)(=O)c2cccc(C(=O)NC3=NCCS3)c2)cc1	1%[10 µM]	3%	-11%	-12%	-2%	-17%	2%
NC(=O)C1CCN(CCS(=O)(=O)c2ccc(Cl)cc2)CC1	-5%[10 µM]	7%	?	-18%[9.22 µM]	0%	?	-1%
Cc1[nH]c2ccccc2c1SCC(=O)O	-9%[10 µM]	-1%	-2%	1%	-10%	0%	-7%
Cc1nn(-c2cccc(Cl)c2)c2nc(C(F)(F)F)[nH]c(=O)c12	-13%[1.9 µM]	-16%	0%	1%	5%	-3%	-8%
CCN=C1SC(C(=O)Nc2cccc(C)c2)CC(=O)N1CC (stereo not drawn)	-1%	-1%	-3%	?	-2%	-2%	-7%
CC(=O)Nc1ccc(C(=O)OCc2ccc(Cl)c(Cl)c2)cc1	-3%[10 µM]	0%	0%	0%	-9%	2%	-8%
CSc1nnc(-c2cccn(Cc3cccc(Cl)c3)c2=O)o1	-14%	11%	.	0%	9%	?	.
Cc1nnc(SCC(=O)NCc2ccc3c(c2)OCO3)n1C	-15%	3%	.	-23%	-21%	?	7%
CCCCCOc1ccc(Cl)cc1CN1CCOCC1	-23%	2%	1%	18%	-6%	-9%	1%

Following part.
SMILES	HTT cytoprotect	CBFb RUNX1 block	Lamin A splicing	HTT aggregate	GAA glycogen	GAA inhib	aGlu spleen mod
Cc1c(NC(=O)OCCNC(=O)Nc2ccccc2)sc(=S)n1C	-29%	-1%	-3%	11%	?	-11%	13%
NC(=O)[C@@H]1CCCCNc2c(F)cc([N+](=O)[O-])cc2C(=O)N[C@@H](CCCN=C(N)N)C(=O)NCC(=O)N1	.	0%[2.36 µM]	-5%	-2%	2%	0%	4%
COc1cccc(N2C(=O)C3C(C2=O)C3(c2ccccc2)c2ccccc2)c1 (stereo not drawn)	-10%[10 µM]	13%	.	-9%[9.22 µM]	-3%	.	-6%
Cc1ccccc1OCc1nnc2c3cnn(C)c3ncn12	-27%	4%	9%	-8%	-2%	-1%	1%
O=C(Nc1ccc(Oc2ccccc2)cc1)C1CCCO1 (stereo not drawn)	-24%	6%	?	-11%	-5%	-11%	4%
Cc1sc2ncn(CC(=O)NCCN3CCOCC3)c(=O)c2c1S(=O)(=O)N1CCC(C)CC1	-19%	-9%	4%	21%	0%	1%	-5%
O=C(/C=C/c1ccc(F)cc1)NCc1ccco1	1%[0.074 µM]	-6%	?	6%	2%	0%	-2%
CC(C)OC(=O)CSc1nnc(C2CCCCC2)n1N	-12%[10 µM]	3%	.	-18%[9.22 µM]	-5%	.	-2%
COc1cccc(/C=N/NC(=O)CCn2nnc3ccccc32)c1	16%[10 µM]	-7%	-2%	-21%	8%	3%	-2%
COC(=O)c1c(-c2ccc(Br)cc2)noc1N	-11%	-1%	?	0%	2%	-12%	3%
COc1ccc(NC(=O)Nc2ccc3c(c2)N(C)C(=O)CS3)cc1Cl	33%	-2%	-2%	-26%	-5%	-2%	2%
O=C(CSc1nnc(-c2ccccc2)c(-c2ccccc2)n1)NC1CCS(=O)(=O)C1 (stereo not drawn)	0%	6%	?	6%	11%	5%	2%
Clc1ccc(-c2n[nH]c3c2CCC3)cc1Cl	-13%	9%	8%	?	-21%	-10%	0%
CC(C)(C)N/N=C1\CC(c2ccccc2)Oc2ccccc21 (stereo not drawn)	-8%[10 µM]	-2%	-11%	20%	-4%	9%	-2%
COc1ccc(CCNC(=O)C2CCCN2C(=O)Nc2cccc(C(C)=O)c2)cc1OC (stereo not drawn)	-10%	2%	-3%	-12%	15%	-2%	3%
O=C(NC(C(=O)N/N=C/c1cccnc1)c1n[nH]c(=O)c2ccccc12)c1ccccc1 (stereo not drawn)	10%[10 µM]	5%	.	2%[9.22 µM]	7%	.	-5%
O=[N+]([O-])c1cccnc1-n1cnc2ccccc21	.	10%	4%	-11%	-3%	-1%	3%
CCOC(=O)c1ccc(N=C2SC(C(=O)NC)CC(=O)N2Cc2ccc(F)cc2)cc1 (stereo not drawn)	-30%	-2%	.	-2%	0%	-5%	8%
Cc1ccc(NC(NC(=O)c2cccnc2)C(Cl)(Cl)Cl)cc1 (stereo not drawn)	18%[1.9 µM]	9%	-4%	-15%	14%	-1%	-6%
CC1(C)CC(=O)C(C=NCCC2=CCCCC2)=C(O)C1	-7%	5%	12%	10%	-1%	0%	4%
CCCc1cc(N2CCN(c3ccccn3)CC2)n2nc(C)c(-c3ccccc3)c2n1	-3%	11%	-4%	5%	-15%	0%	-2%
N#Cc1ccc(COC(=O)c2cc(=O)c3ccccc3o2)cc1	-26%	-3%	3%[46 µM]	9%	5%	0%	-2%
CCn1nc(NC(=O)c2ccncc2)c2cc3ccc(C)cc3nc21	2%	3%	3%	2%	-11%	?	-9%
CCCS(=O)(=O)N1CCN(C(=O)COc2ccc(-c3ccccc3)cc2)CC1	-8%	-4%	-10%	8%	4%	-1%	0%
CCCCC[C@H](O)/C=C/C=C/C=C/[C@H](O)C/C=C\CCCC(=O)O	-6%	11%	.	.	.	.	6%

2 records drawn at random from the list so far:
SMILES	HTT cytoprotect	CBFb RUNX1 block	Lamin A splicing	HTT aggregate	GAA glycogen	GAA inhib	aGlu spleen mod
COc1ccc(CCNC(=O)C2CCCN2C(=O)Nc2cccc(C(C)=O)c2)cc1OC (stereo not drawn)	-10%	2%	-3%	-12%	15%	-2%	3%
COc1cccc(N2C(=O)C3C(C2=O)C3(c2ccccc2)c2ccccc2)c1 (stereo not drawn)	-10%[10 µM]	13%	.	-9%[9.22 µM]	-3%	.	-6%

(further entries)
SMILES	HTT cytoprotect	CBFb RUNX1 block	Lamin A splicing	HTT aggregate	GAA glycogen	GAA inhib	aGlu spleen mod
CCn1cnc2cc(NCc3ccc(OC)cc3)ccc21	3%	-5%	12%	-15%	23%	-7%	4%
CCOC(=O)c1cccc(NC(=O)CN2C(=O)C3C4C=CC(C4)C3C2=O)c1 (stereo not drawn)	7%[10 µM]	1%	?	6%	5%	5%	2%
CC1CCc2ccccc2N1C(=N)N(C)C (stereo not drawn)	24%[10 µM]	-3%	.	16%	-3%	7%	-12%
CNC(=O)/C(C#N)=C/c1ccc(-c2ccc(OC)cc2[N+](=O)[O-])o1	-20%[10 µM]	9%	-9%	-17%	0%	0%	-4%
Cc1ccc(C(=O)N/N=C2\CCc3ccccc32)c(C)c1	9%[1.9 µM]	-5%	-7%	-12%	-6%	-3%	13%
Cc1cc(C)n(/C(=C\N(C)C)C(=O)c2ccc(Cl)cc2)n1	-22%	-4%	.	-15%	0%	-2%	2%
CC1CCCC(C)N1CCNC(=O)Nc1ccc(Cl)cc1 (stereo not drawn)	22%	0%	2%	-7%	7%	-9%	7%
Nc1nonc1C(=O)NCCNCc1ccccc1OCc1ccccc1F	-11%	5%	?	-8%	-3%	-4%	-7%
CC(=O)Nc1ccc(S(=O)(=O)Nc2nc(C)cc(-n3nc(C)cc3C)n2)cc1	-8%[10 µM]	3%	18%	-10%	2%	-2%	-5%
Cc1nnc2ccc(N3CCN(c4cccc(C(F)(F)F)c4)CC3)nn12	-7%	7%	-3%	16%	-7%	-5%	-5%
